# MBNL1-CUG inh: blocks human MBNL1 binding to CUG repeat RNA; Q9NR56; actives 0.036% (n = 280,000); Potency, µM (doses to about 57.5 µM), inactives show at the highest dose activity change, negative = inhibition, hits mostly inhibitors; TR-FRET MBNL1-His/biotin-(CUG)12 binding, 665/545 ratio; active means well fitted inhibition curve with a large enough effect in the signal ratio, with a control signal flat, not every such curve was filed as active; inconclusive means small, poorly fitted or top-dose-only effect, or effect the other way, or a change in a side signal; inactive means no such curve, though single readings can be large or run the other way; the % refers to the signal ratio; further: potency means the concentration at half of the fitted maximal effect; on the % scale 0 is the no-effect control and ±100 the full control effect
# Target sequence (Q9NR56 whole entry, looked up): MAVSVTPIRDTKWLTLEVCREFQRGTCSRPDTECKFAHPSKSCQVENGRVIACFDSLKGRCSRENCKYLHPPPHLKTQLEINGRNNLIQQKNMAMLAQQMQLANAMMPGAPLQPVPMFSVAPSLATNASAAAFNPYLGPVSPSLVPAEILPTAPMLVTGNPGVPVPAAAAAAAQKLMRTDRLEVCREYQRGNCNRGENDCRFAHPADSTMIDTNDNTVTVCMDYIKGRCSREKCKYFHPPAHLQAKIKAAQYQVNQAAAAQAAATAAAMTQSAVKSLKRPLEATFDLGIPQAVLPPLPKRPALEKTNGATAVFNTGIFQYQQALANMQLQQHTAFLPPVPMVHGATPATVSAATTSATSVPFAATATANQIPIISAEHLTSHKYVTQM
#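 MBNL1-His + Biotin-(CUG)12, cpd titration 92 nM–58 uM; Tb anti-His Ab 0.055 ng/ul, SA-XL665 5 nM (final); 60 min RT; ratiometric 665/545 nm, Ex 340 nm; normalized to buffer and full-complex controls.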
# hERG WT inh: KCNH2 (human, wildtype) channel inhibition; actives 0.37% (n = 340,000); activity change, % at 1.84 µM; Q12809; U2OS, BacMam KCNH2, thallium flux FluxOr; stronger effect = lower value;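 active means maximum activity change below -70%; inconclusive means maximum activity change between -70% and -50%; inactive means maximum activity change above -50%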; further: on the % scale 0 is the no-effect control and ±100 the full control effect
#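 U2OS cells transduced with wild-type KCNH2 virus are loaded with FluxOr dye for 45 min, and thallium flux is measured in kinetic reads before and after stimulation buffer. Rate constants are normalized to DMSO controls.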
# TRPV1 agonist: agonists of human vanilloid receptor 1 (TRPV1). activation, % at 8.33 µM. TRPV1-expressing cells, Fluo-8 calcium influx, agonist mode. actives 0.19% (n = 320,000); in the data active means activation above about 80%; inconclusive means between about 30% and that limit; further: 0% is about no effect
#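 Cells expressing TRPV1 were dye-loaded with Fluo-8 and read kinetically: 10 s baseline, 3 min after compound (agonist portion), then 2 min after EC20 capsaicin (allosteric enhancer portion). Calcium-bound dye fluorescence at 480/520 nm.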
# A-T KAP1 phos: potential ataxia-telangiectasia treatments restoring KAP-1 phosphorylation; […] A-T fibroblasts, KAP-1 phosphorylation AlphaLISA; neocarzinostatin DNA damage 30 min before lysis; Potency, µM (series often up to 57.5 µM), for the others: at the top dose activation, hits mostly activators; actives 0.19% (n = 320,000); further: potency means the concentration at half of the fitted maximal effect; % of control where 0% means no effect; nearly all actives have a fitted effect of over 45% in size
#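 hTERT-immortalized A-T patient fibroblasts ([…]), 500 cells/well in OPTI-MEM, 1% FBS, got compounds for 60 min, then NCS for 30 min at 37C. Lysates were then assayed for phospho-KAP-1 by AlphaLISA (anti-pKAP1 donor, anti-KAP1 acceptor beads), 6 hr at 25C.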
# FBPA coupling cs: coupling enzyme interference in Giardia aldolase counter-screen. coupling enzyme system counterscreen, AmpLite Red fluorescence. activity change, negative = inhibition, % at 58.2 µM, hits read low. actives 0.67% (n = 290,000). AID 2472; in the data active means activity change below about -30%; further: on the % scale 0 is the no-effect control and ±100 the full control effect
#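 Compounds tested against the coupling enzymes alone at 57.5 uM final; readout was AmpLite Red fluorescence (525/598 nm) after 20 min at RT.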
# KCNH2 3.1 inh: inhibitors of human KCNH2 3.1 potassium channel isoform | actives 0.95% (n = 340,000) | U2OS KCNH2 3.1, thallium flux FluxOr; stronger effect = lower value | activity change, % (tested at about 1.8 µM) | AID 720553;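 active means maximum activity change below -70%; inconclusive means maximum activity change from -70% to -50%; inactive means maximum activity change above -50%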;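 further: thallium influx rate constant from kinetic fluorescence after stimulation buffer; on the % scale 0 is the no-effect control and ±100 the full control effect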
#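 Thallium flux read-out: FluxOr dye with Red40 quencher in HBSS/HEPES, 45 min at RT. Rate constants from kinetic reads were normalized to positive and negative DMSO controls. Cells: U2OS virally expressing the 3.1 isoform.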
# CXXC DNA block: inhibitors of human MLL CXXC domain-DNA interaction | Q03164 | MLL-CXXC / FITC-HOXA9 DNA fluorescence polarization | AID 2662 | actives 0.037% (n = 290,000) | Potency, µM (highest dose often 115 µM), for inactives: top-dose activity change, negative = inhibition, actives largely listed as inhibitors; active means well fitted inhibition curve with a large enough effect in the polarisation, with a control signal flat, not every such curve was filed as active; inconclusive means small, poorly fitted or top-dose-only effect, or effect the other way, or a change in a side signal; inactive means no such curve, though single readings can be large or run the other way; the % refers to the polarisation; further: potency means the concentration at half of the fitted maximal effect
#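 Purified MLL-CXXC (added from a 7 uM solution) was preincubated 5 min at ambient with pinned compounds in 50 mM Tris-HCl pH 7.5, 50 mM NaCl, 1 mM DTT, 0.05% BSA. Fluorescein-labeled HOX-A9 DNA (50 nM solution) followed, 30 min, then polarization read.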
# S-ASM inh: inhibitors of human secretory acid sphingomyelinase; Potency, µM (series often up to 57.5 µM), inactives show at the highest dose activity change, negative = inhibition, usual class: inhibitors; actives 0.006% (n = 340,000); placental ASM, HMU-PC fluorogenic substrate, 60 min; P17405; further: potency means the concentration at half of the fitted maximal effect
#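 Human placenta-derived ASM enzyme was preincubated with compound for 10 minutes at room temperature, then given fluorogenic substrate HMU-PC0 (9 uM final) for 60 minutes at 37 °C; a pH 10 stop preceded fluorescence reading at Ex 386/Em 447 nm.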
# GALK inh: inhibitors of human galactokinase; P51570; Purified GALK, Kinase-Glo residual ATP luminescence; Potency, µM (series often up to 57.5 µM), for inactives: top-dose activity change, negative = inhibition, actives largely listed as inhibitors; actives 0.007% (n = 270,000); further: potency means the concentration at half of the fitted maximal effect; on the % scale 0 is the no-effect control and ±100 the full control effect
# Target sequence (P51570 whole entry, looked up): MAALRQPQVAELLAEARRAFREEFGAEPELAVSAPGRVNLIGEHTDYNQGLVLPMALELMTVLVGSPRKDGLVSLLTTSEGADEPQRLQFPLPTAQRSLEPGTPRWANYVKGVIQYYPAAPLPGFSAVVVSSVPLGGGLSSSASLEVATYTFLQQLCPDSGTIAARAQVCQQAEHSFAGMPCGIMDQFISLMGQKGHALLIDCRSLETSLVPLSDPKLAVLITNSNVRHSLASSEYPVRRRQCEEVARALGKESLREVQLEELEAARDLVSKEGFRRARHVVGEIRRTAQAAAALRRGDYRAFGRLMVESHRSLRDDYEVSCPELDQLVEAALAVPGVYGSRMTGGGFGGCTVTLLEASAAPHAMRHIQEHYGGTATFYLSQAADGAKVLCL
#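 5 nM enzyme, 35 uM ATP, 100 uM galactose, 20 mM HEPES pH8.0, 5 mM MgCl2; 1 h RT; residual ATP by Kinase-Glo Plus luminescence, qHTS format.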
# Integrin act MD: activates integrin-mediated alleviation for muscular dystrophy; alpha7betagal myoblasts, beta-gal FDG fluorescence, 48 h; Potency, µM (top dose mostly 38.3 µM), for the others: at the highest dose activation, most hits filed as activators; actives 0.064% (n = 350,000);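 further: potency means the concentration at half of the fitted maximal effect; 100% = response of the positive control SU9516; nearly all actives have a fitted effect of over 60% in size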
#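 alpha7betagal+/- myoblasts (passage 13, 250/well) treated 48 h at 37C with compounds at 1:260 dilution of DMSO stock. Lysed, then beta-galactosidase activity read as FDG fluorescence (ex 480/em 540) after 30 min, with pre-read for autofluorescence.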
# * = called active by the depositor; i = inactive; ? = inconclusive; . = no result given; [ ] = dose if it differs, or a comment. Unless noted, the call rests on the fitted dose curve; in most records, active means well fitted curve in the direction sought with a large enough effect; inconclusive means small, poorly fitted or top-dose-only effect, or another doubt; inactive means no such curve, though single readings can be large; an effect the other way counts as inactive or inconclusive. Rows were taken by chance. Share with any hit: about 2%.
SMILES,MBNL1-CUG inh,hERG WT inh,TRPV1 agonist,A-T KAP1 phos,FBPA coupling cs,KCNH2 3.1 inh,CXXC DNA block,S-ASM inh,GALK inh,Integrin act MD
CN(C)CCN(C(=O)c1ccc2ccccc2c1)c1nc2cc3c(cc2s1)OCCO3,12%,-4,1,-5%,.,-6,23%,-2%,-1%,-4%
O=C(N/N=C/c1ccc(Cl)cc1Cl)Nc1ccccc1,-2%,6,4,-1%,1,-3,17%,-2%,-1%,13%
CCCCN(C(=O)c1cc(=O)[nH]c2ccccc12)c1c(N)n(CCCC)c(=O)[nH]c1=O,1%,-5,2,-1%,0,-5,?,20%,-2%,10%
C=CCN(C)CCCNC(=O)/C=N/O,-3%,.,-6,6%,3,.,-8%,.,0%,.
COc1ccc(N2C(=O)CC(N3CCN(S(=O)(=O)c4ccc(Cl)cc4)CC3)C2=O)cc1 (stereo not given),-6%,1,0,-2%,-1,4,4%,-1%,10%,-16%
CN1C(=O)NC(c2cccc([N+](=O)[O-])c2)C2=C1CC(C)(C)CC2=O (stereo not given),?,-3,-5,0%,3,13,4%,-1%,2%,2%
CCOc1ccc(C(CC(=O)O)NC(=O)Cc2ccc(Cl)cc2)cc1 (stereo not given),5%,0,1,3%,6,4,6%,-3%,2%,?
Cc1cccc(OCC(=O)Nc2ccc3c(c2)OCO3)c1C,-6%,-9,-3,5%,-1,-8,-5%,-2%,1%,12%
CN(C(=O)c1ccc(NC(=O)Cc2ccccc2)cc1)c1ccccc1,.,-2,.,.,.,4,.,-4%,.,5%
COc1cc(S(=O)(=O)NCC2CCCO2)c(OC)cc1Cl (stereo not given),-11%,8,-1,4%,-1,-35,0%,4%,2%,3%
CCCc1ccc(C(=O)NNC(=O)c2ccc(Cl)cc2)cc1,-11%,-12,?,3%,4,-7,-13%,-3%,1%,20%
Cc1cccc(C(=O)NC(=O)Nc2c(C)cc(C)nc2C)c1,0%,-10,2,5%,2,6,5%,-2%,0%,-16%
CC(C)Cn1c(N)c(C(=O)CSc2ncnc3sc4c(c23)CCCC4)c(=O)n(C)c1=O,-5%,i,0,2%,0,-3,2%,2%,-2%,10%
Cc1cnc(NC(=O)c2cc3c(s2)CCCC3)s1,11%,-4,89*,.,-5,5,-16%,-1%,-4%,11%
CC(N=C1NS(=O)(=O)c2ccccc21)C(=O)NCc1ccc(F)cc1 (stereo not given),.,7,.,17%,.,3,.,2%,.,0%
CCn1c(SCC(N)=O)nc2sc3c(c2c1=O)CCCC3,0%,-5,?,3%,1,0,-2%,-5%,2%,17%
c1ccc2nc(-c3ccncc3)ccc2c1,?,6,7,-3%,1,-5,-2%,-1%,3%,16%
COc1ccc(C2CC(c3ccccc3)=NN2C(=O)c2ccc(F)cc2)cc1 (stereo not given),0%,7,27,.,-2,-20,-4%,-2%,-1%,-2%
Cc1cc(C)n2nc(SCC(=O)NC3CCCCC3)nc2n1,-5%,28,3,0%,.,19,31%[activator],1%,-2%,36%
N#CCOc1ccccc1/C=N/n1nnnc1N,19%,-6,-3,-3%,3,-6,2%,1%,-4%,6%
O=C(O)c1cc(-c2cccc([N+](=O)[O-])c2)nc2ccccc12,?,-25,-5,4%,-4,1,-1%,5%,.,13%
S=c1[nH]nc(-c2ccccc2)o1,87%[activator],1,2,0%,3,-4,14%,-2%,-6%,0%
CCN(CC)S(=O)(=O)c1ccc(N(C)C)c(NC(=O)CSCc2c(C)noc2C)c1,-5%,10,14,0%,.,.,-14%,-2%,-4%,-22%
CCN(CC)S(=O)(=O)c1ccc(Oc2ccccc2)c(N)c1,-1%,8,7,8%,3,14,1%,2%,-2%,3%
Cc1nc2scc(-c3cccs3)c2c(=O)[nH]1,6%,4,-3,1%,-1,-2,3%,-3%,-3%,-9%

# Structures listed above marked active in TRPV1 agonist.
Compound	TRPV1 agonist	CXXC DNA block	S-ASM inh	GALK inh	Integrin act MD
Cc1cnc(NC(=O)c2cc3c(s2)CCCC3)s1	89*	-16%	-1%	-4%	11%

# Only TRPV1 agonist and hERG WT inh (3 entries from above):
SMILES	TRPV1 agonist	hERG WT inh
CCCc1ccc(C(=O)NNC(=O)c2ccc(Cl)cc2)cc1	?	-12
Cc1cccc(C(=O)NC(=O)Nc2c(C)cc(C)nc2C)c1	2	-10
COc1cc(S(=O)(=O)NCC2CCCO2)c(OC)cc1Cl (stereo not given)	-1	8

# Next section:
SMILES,MBNL1-CUG inh,hERG WT inh,TRPV1 agonist,A-T KAP1 phos,FBPA coupling cs,KCNH2 3.1 inh,CXXC DNA block,S-ASM inh,GALK inh,Integrin act MD
CCn1c(COc2cccc3cccnc23)nnc1SCC(=O)OC,-1%,-8,0,-1%,-7,6,4%,9%,-1%,17%
O=C(N[C@@H](Cc1ccccc1)C(=O)OCc1ccccc1)c1nc[nH]c1C(=O)N1CCN(c2ccccc2)CC1,6%,-5,0,-13%,2,-11,5%,-12%,4%,-42%
Cc1cccc(N2CCN(C(=O)c3ccc(Cl)c(S(=O)(=O)NCc4ccco4)c3)CC2)c1C,-4%,4,13,0%,2,0,19%,-7%,3%,-28%
O=C(NNC(=S)Nc1ccc(Cl)cc1Cl)c1ccc(N2CCOCC2)c([N+](=O)[O-])c1,2%,-6,7,8%,4,2,17%,-16%,-2%,-13%
Cc1cc(C)cc(N(CC(=O)NCc2ccc(F)cc2)C(=O)c2snc(C(N)=O)c2N)c1,4%,3,2,-3%,0,-17,8%,58%[11.5 µM],6%,-3%
O=C(NCc1cccnc1)C1CC(c2ccccc2Cl)=NO1 (stereo not given),-8%,13,-1,13%,-2,-1,1%,2%,0%,-10%
Cn1c(C(=O)OCC(=O)NCc2ccco2)cc2sccc21,0%,-9,0,-6%,0,3,-1%,-1%,5%,-12%
CCc1cccc(C)c1NC(=O)CCCN1C(=O)CN(C)C1=O,.,-4,-1,-4%,.,-3,.,4%,.,-4%
Cc1cc(C)cc(C(=O)Oc2cc(C)[nH]c(=O)c2[N+](=O)[O-])c1,-19%,1,1,1%,.,-1,-1%,4%,-2%,4%
COc1ccc(S(=O)(=O)N2CC(C)N(C(=O)N(C)C)C2C(C)C)cc1 (stereo not given),3%,-11,1,0%,0,6,6%,-1%,0%,0%
CC(Oc1cc2oc(=O)c3c(c2cc1Cl)CCC3)C(=O)NC1CC(C)(C)NC(C)(C)C1 (stereo not given),2%,-10,-3,1%,.,5,-8%,10%,-3%,-53%[inhibitor]
CCCn1nnnc1SCC(=O)Nc1sc(C)c(C)c1C#N,9%,-2,14,17%,-4,19,-21%,-4%,-2%,-17%
Cc1noc(C)c1C(=O)Nc1ccc(-n2ccc(C(F)(F)F)n2)cc1,2%,3,2,-9%,0,16,10%,0%,0%,-2%
O=C(Cn1nnc(-c2ccccc2)n1)NNC(=O)c1ccccc1,-6%,-8,-1,0%,1,10,0%,2%,-1%,-1%
O=C(NCCc1ccccc1)c1c(O)c2ccccc2[nH]c1=O,-1%,-6,1,-9%,0,0,-2%,-1%,2%,18%
COC(=O)c1ccccc1NC(=O)C(C)Oc1ccccc1 (stereo not given),?,-11,19,12%,2,-17,-2%,0%,-1%,0%
COc1ccc(OC)c(NC(=O)Cc2c(C(=O)O)n(C)c3ccccc23)c1,-9%,0,2,?,13,0,-12%,3%,1%,-18%
Cc1nnc(C)c2c(C)n(-c3ccc(Br)cc3)c(C)c12,3%,.,-3,-6%,-2,.,2%,.,1%,.
CCOC(=O)N1CCC(N2C(=O)c3ccccc3C2Nc2cc(C(=O)OC)cc(C(=O)OC)c2)CC1 (stereo not given),-4%,-8,-1,-6%,-4,-3,-2%,24%,1%,-5%
COc1ccccc1C(=O)NCCCNC(=O)c1ccccn1,-1%,-4,0,-5%,0,-3,10%,4%,-4%,40%
COC(=O)c1c(N)sc(Cc2ccccc2)c1C,6%,1,0,2%[11.5 µM],1,-103*,-11%,-3%,2%,2%
c1ccc(-c2csc3ncnc(NCCN4CCOCC4)c23)cc1,-4%,-3,9,-5%,2,2,-3%,4%,-1%,-51%[inhibitor]
O=C(O)c1cccc2c3c([nH]c12)CCCC3,-6%,2,4,-2%,5,15,15%,-1%,-6%,?
NS(=O)(=O)c1ccc(N2CCN(S(=O)(=O)Cc3ccccc3)CC2)nc1,.,-5,.,9%,.,16,.,1%,.,41%
